NCF1 inh: p47phox/p22phox peptide binding inhibitors, primary screen, biochemical, uHTS, NADPH oxidase regulatory subunit. inhibition, % at 24.7 µM. actives 0.53% (n = 220,000). Neutrophil cytosol factor 1 (Homo sapiens), P14598. fluorescence polarization, 2 h;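 active = inhibition above about 30%, limit read from the data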;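 also: 0% = p47phox with labelled peptide and 100% = labelled peptide alone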
Tb hexokinase: Trypanosoma brucei hexokinase 1 inhibitors, primary screen, biochemical, G6PDH-coupled NADH absorbance, MLSCN library; hexokinase 1 [Trypanosoma brucei]; AID 1430, 2008; recombinant TbHK1, G6PDH-coupled NADH A340; actives 0.11% (n = 220,000); inhibition, % at 10 µM;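 active = inhibition of 50% or more in the single-dose primary screen; inactive = inhibition below 50%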
14-3-3 Bad PPI: inhibitors of 14-3-3 zeta/Bad binding, primary screen, biochemical, TR-FRET, bovine 14-3-3 zeta; 14-3-3 protein zeta/delta (Bos taurus), P63103; TR-FRET 14-3-3zeta/Dy647-pBad peptide displacement, 1 h; actives 0.71% (n = 220,000); inhibition, % at 21.7 µM; AID 781, 2007;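 active = inhibition above about 70%, limit read from the data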;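 also: 0% = full 14-3-3 plus peptide FRET controls and 100% = background without 14-3-3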
EBV gp42 inh: Epstein-Barr virus gp42 inhibitors, primary screen, biochemical, uHTS, fluorescence polarization | Glycoprotein 42 (Epstein-Barr virus (strain AG876)), Q1HVG2 | Fluorescence polarization binding assay, mP read-out | inhibition, % (tested at 21.74 µM) | actives 0.42% (n = 220,000) | AID 1085, 2008; in the data active = inhibition above about 50%
Target sequence (Q1HVG2 whole entry, looked up): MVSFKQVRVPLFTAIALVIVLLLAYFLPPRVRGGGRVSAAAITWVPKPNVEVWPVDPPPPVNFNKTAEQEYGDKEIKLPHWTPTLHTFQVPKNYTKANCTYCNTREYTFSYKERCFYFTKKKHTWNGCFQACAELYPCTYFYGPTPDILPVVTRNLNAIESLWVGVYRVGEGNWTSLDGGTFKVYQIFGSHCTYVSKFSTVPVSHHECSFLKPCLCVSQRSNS
Runt-SMMHC FRET: inhibitors of RUNX1 Runt–CBFb-SMMHC binding, primary screen, biochemical, FRET, Cerulean-Runt, Venus-CBFb-SMMHC, uHTS; Runt-related transcription factor 1 (Homo sapiens) + Core-binding factor subunit beta …; Cerulean-Runt/Venus-CBFb-SMMHC FRET ratio 530/480, 1 h; inhibition, % at 20 µM; actives 0.74% (n = 220,000); AID 1434, 2008;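 active = mean inhibition across duplicate retests at 20 µM reaching about 50%, limit read from the data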;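 also: 0% = DMSO wells and 100% = wells with excess untagged CBFb-SMMHC; inhibitors lower the FRET ratio by blocking Runt binding to CBFb-SMMHC; some results filed as inactive read as strong as hits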
Target sequence (Q01196 whole entry, looked up): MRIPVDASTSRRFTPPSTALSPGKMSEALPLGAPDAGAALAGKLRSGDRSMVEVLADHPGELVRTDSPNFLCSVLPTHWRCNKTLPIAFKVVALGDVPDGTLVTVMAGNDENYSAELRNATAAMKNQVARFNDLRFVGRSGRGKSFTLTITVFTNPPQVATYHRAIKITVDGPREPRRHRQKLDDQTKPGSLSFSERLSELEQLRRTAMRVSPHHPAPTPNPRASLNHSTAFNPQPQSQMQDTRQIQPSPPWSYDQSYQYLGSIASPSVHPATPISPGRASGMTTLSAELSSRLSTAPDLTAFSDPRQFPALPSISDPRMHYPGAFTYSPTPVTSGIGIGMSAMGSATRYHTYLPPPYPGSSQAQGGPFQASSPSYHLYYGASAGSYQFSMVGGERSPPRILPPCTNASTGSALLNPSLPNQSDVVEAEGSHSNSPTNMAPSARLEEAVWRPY
Target sequence (Q13951 whole entry, looked up): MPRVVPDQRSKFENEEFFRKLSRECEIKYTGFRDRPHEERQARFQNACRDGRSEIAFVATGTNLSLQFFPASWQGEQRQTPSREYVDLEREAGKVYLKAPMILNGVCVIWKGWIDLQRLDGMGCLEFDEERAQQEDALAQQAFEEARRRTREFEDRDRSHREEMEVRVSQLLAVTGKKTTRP
L929 necroptosis: inhibitors of zVAD-triggered necroptosis, primary screen, L929 cells; actives 0.38% (n = 220,000); AID 1377, 2008; viability rescue, % at 10 µM; L929 zVAD necroptosis rescue, ATP luminescence, 24 h; with zVAD 60 µM;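 active = activation, scaled between plate controls, above about 75%, limit read from the data; inactive = activation under that limit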;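 also: 0% = zVAD with DMSO and 100% = DMSO alone without zVAD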
Runt-CBFb FRET: inhibitors of RUNX1 Runt–CBFb binding, primary screen, biochemical, FRET, Cerulean-Runt, Venus-CBFb, uHTS | actives 0.46% (n = 220,000) | inhibition, % at 20 µM | Runt-related transcription factor 1 (Homo sapiens) + Core-binding factor subunit beta … | Cerulean-Runt/Venus-CBFb FRET ratio 530/480, 1 h | AID 1496, 2009;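 active = inhibition over about 50% at 20 µM in the single-dose screen, limit read from the data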;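 also: 0% = DMSO wells and 100% = excess unlabeled CBFb competitor control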
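test system = Cerulean-tagged RUNX1 Runt domain (FRET donor) fusion protein | reagent = Venus-CBFb binding partner, 100 nM | incubation = protein complex preformed 1 h, compound exposure 1 h, room temperature, dark | detection = FRET fluorescence | read-out basis = loss of energy transfer signal | controls = 5 µM unlabeled CBFb as full-inhibition high control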
Hck-Nef inh: inhibitors of Nef-activated human Hck kinase, primary screen, biochemical, Z-Lyte FRET, 384-well, Hck-YEEI; Tyrosine-protein kinase HCK (Homo sapiens), P08631; Recombinant Hck-YEEI plus Nef, Z-Lyte FRET kinase assay; inhibition, % at 20 µM; actives 0.68% (n = 220,000); AID 463187, 2010;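 active = Hck-Nef kinase inhibition above about 50%, limit read from the data; inactive = inhibition below that limit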;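 also: 0% = DMSO with Hck plus Nef and 100% = Hck alone without Nef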
MDM2 E3 inh: MDM2-luciferase reporter signal enhancers, primary screen, MDM2 E3 ligase inhibitor project, cell-based, luminescence, 1536-well; E3 ubiquitin-protein ligase Mdm2 (Homo sapiens), Q00987; actives 0.11% (n = 210,000); AID 1230, 2008; cell-based MDM2 ubiquitination luciferase reporter, 2 h; 0 = plate control, 100 = twice control, blank-subtracted; signal enhancement, % at 5 µM;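 active = signal enhancement of 30% or more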;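 also: luminescence tracks abundance of the self-degrading MDM2-luciferase fusion protein; higher signal means inhibition of MDM2 E3 ligase activity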
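Buffer or medium: Cells held in DMEM | Assay system: Stable mammalian line carrying autodegrading MDM2–luciferase fusion reporter | Quantity: 2000 cells/well | Times: 4 h settle plus 2 h compound, 37 °C | Doses: One concentration, 5 µM, with 0.2% DMSO | Technique: Luminescence with SteadyLite reagent, 15 min at room temperature | Benchmarks: Plate controls and plate blanks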
The depositor's hits bear a star; x = not tested or not shown; [ ] = another dose, or the depositor's remark.

1) COc1cc(C=O)c(Br)cc1OCc1ccc(C)cc1
2) Cc1cnc(C(=O)Oc2c(C)ccc(C)c2C)cn1
3) COCCNc1nnnc2c1sc1nc(N3CCOCC3)c3c(c12)CCCC3
4) CC(C)CC(NC(N)=O)C(=O)NCCc1ccc(Cl)cc1 (configuration not stated)
5) Cc1cccc(C(=O)NC(=S)NCc2cccnc2)c1
screen / no.,1,2,3,4,5
NCF1 inh,-10,-2,-6,-2,-2
Tb hexokinase,-3,1,-16,0,31
14-3-3 Bad PPI,-5,-2,-6,1,-11
EBV gp42 inh,-20,-16,3,-10,-8
Runt-SMMHC FRET,2,3,0,2,3
L929 necroptosis,0.0,1.4,1.4,2.9,0.5
Runt-CBFb FRET,-3,0,0,-1,0
Hck-Nef inh,0,31,2,23,7
MDM2 E3 inh,8,-13,-12,-13,-1

6) O=C(O)CCCCCNC(=O)c1ccccc1
7) Cc1ccc(NC(=O)CN(C)C(=O)c2n[nH]c(=O)c3ccccc23)cc1
8) O=C(NCc1cccs1)c1ccc(CS(=O)(=O)c2ccc(Cl)cc2)o1
9) O=C(CSC1=NCCN1)NC(c1ccccc1)c1ccccc1
10) CCOc1ncccc1C(=O)Nc1ncc(C)s1
screen / no.,6,7,8,9,10
NCF1 inh,-2,-13,-6,-14,0
Tb hexokinase,-6,9,-11,-1,-8
14-3-3 Bad PPI,-14,5,-12,4,-4
EBV gp42 inh,3,2,-4,-5,-3
Runt-SMMHC FRET,2,0,3,-1,0
L929 necroptosis,-0.5,-0.5,0.2,12,0.2
Runt-CBFb FRET,2,3,4,2,-1
Hck-Nef inh,1,9,3,-8,-2
MDM2 E3 inh,-7,-8,3,-6,0

11) CCOC(=O)N1CCN(C(=O)CCl)CC1
12) Cc1ccc(C(=O)Nc2nc3ccccc3n2CCN2CCCC2)cc1
13) CCC(c1nnc(SCC(=O)N2CCOCC2)n1C1CCCCC1)N(C)C (configuration not stated)
14) NS(=O)(=O)c1ccc(CCNC(=O)CSc2ccc3ccccc3c2)cc1
15) OC(COCc1ccc2c(c1)OCO2)CN1CCCCC1 (configuration not stated)
screen / no.,11,12,13,14,15
NCF1 inh,5,-10,-1,1,12
Tb hexokinase,-9,-29,-6,4,1
14-3-3 Bad PPI,-5,-9[fluorescence artefact?],-2,-9,-1
EBV gp42 inh,-7,-11,-16,-5,7
Runt-SMMHC FRET,-1,-1,-1,-3,-5
L929 necroptosis,0.6,-0.1,1.6,0.2,0.7
Runt-CBFb FRET,2,-2,0,0,3
Hck-Nef inh,-9,1,-44,11,23
MDM2 E3 inh,-5,-34,-9,-16,-7

16) Cc1ccc2nc(-c3ccco3)c(Nc3ccccc3)n2c1
17) CCOc1ccc(-c2cn3ccccc3n2)cc1
18) COc1ccc(C(=O)CSc2[nH]c(=O)cc(C(F)(F)F)c2C#N)cc1
19) CCOc1ccccc1N=c1oc2cc(O)ccc2cc1C(=O)NCC1CCCO1 (configuration not stated)
20) Cc1cc(C)c(NC(=O)c2sc3nc(C)[nH]c(=O)c3c2C)c(C)c1
screen / no.,16,17,18,19,20
NCF1 inh,-4,1,-8,-13,x
Tb hexokinase,0,-2,-6,-24,-11
14-3-3 Bad PPI,2,5,13,1,-2
EBV gp42 inh,-12,-9,0,-28,-6
Runt-SMMHC FRET,-4,-5,2,59*,1
L929 necroptosis,-0.3,0.2,3.1,0.2,-0.8
Runt-CBFb FRET,12,-1,2,53*,1
Hck-Nef inh,7,22,0,59*,8
MDM2 E3 inh,-13,-66,-2,-24,2

21) O=C(CC1(O)C(=O)Nc2cc(Cl)cc(Cl)c21)c1ccncc1 (configuration not stated)
22) CC(C)(C)NC(=O)C(=O)NNC(=O)c1cccc(Br)c1
23) CCOc1ccc(S(=O)(=O)NC(C)(C)C)cc1-c1nc2c(C(C)(C)C)nn(C)c2c(=O)[nH]1
24) CC12C=CC3(O1)C(C(=O)N(c1cccnc1)C3C(=O)NC1CCCCC1)C2C(=O)Nc1ccccc1 (configuration not stated)
25) CSc1nc(O)c(C(c2cccc([N+](=O)[O-])c2)c2c(O)nc(SC)[nH]c2=O)c(=O)[nH]1
screen / no.,21,22,23,24,25
NCF1 inh,-19,-5,0,-1,-7
Tb hexokinase,1,-14,-12,-8,1
14-3-3 Bad PPI,1,20,5,-14,0
EBV gp42 inh,-7,-1,-12,2,-9
Runt-SMMHC FRET,-1,-3,-6,3,-2
L929 necroptosis,-1.1,0.5,1.0,0.3,1.5
Runt-CBFb FRET,0,0,-12,0,0
Hck-Nef inh,1,-3,0,-2,14
MDM2 E3 inh,0,-23,14,-90,9

Records 17–18, reprinted for reference:
17) CCOc1ccc(-c2cn3ccccc3n2)cc1
18) COc1ccc(C(=O)CSc2[nH]c(=O)cc(C(F)(F)F)c2C#N)cc1
screen / no.,17,18
NCF1 inh,1,-8
Tb hexokinase,-2,-6
14-3-3 Bad PPI,5,13
EBV gp42 inh,-9,0
Runt-SMMHC FRET,-5,2
L929 necroptosis,0.2,3.1
Runt-CBFb FRET,-1,2
Hck-Nef inh,22,0
MDM2 E3 inh,-66,-2

More compounds:
26) O=C(Nc1ccc2c(c1)OCCO2)c1cc(-c2ccccc2)nc2ccccc12
27) COc1ccc(Cl)cc1/C=C(\C#N)C(N)=O
28) COc1cccc(-n2c(COc3ccc(C)cc3)nnc2SCC(=O)O)c1
29) O=C(CN(CC1CCCO1)C(=O)CNS(=O)(=O)c1ccccc1)NCc1ccccc1 (configuration not stated)
30) O=S(=O)(c1cccc(-c2nnc(SCc3nc4ccccc4s3)o2)c1)N1CCOCC1
screen / no.,26,27,28,29,30
NCF1 inh,-6,-4,-19,1,-107
Tb hexokinase,-9,-11,-2,0,-5
14-3-3 Bad PPI,2,-9,6,-8[fluorescence artefact?],-8
EBV gp42 inh,2,-7,-21,-8,-10
Runt-SMMHC FRET,1,x,-10,-1,-11
L929 necroptosis,2.5,1.7,0.9,0.0,-0.5
Runt-CBFb FRET,0,x,-3,-1,0
Hck-Nef inh,-2,34,2,0,1
MDM2 E3 inh,-17,-21,-10,-22,-11

31) Cn1c(=O)[nH]c(=O)c2c1nc(N1CCN(Cc3ccccc3)CC1)n2CCCc1ccccc1
32) O=C(CC(CC(=O)c1ccc(Br)cc1)c1cccnc1)c1ccc(Br)cc1
33) COc1ccc(C)cc1S(=O)(=O)Nc1ccc(F)c(Cl)c1
34) Cn1cnc(NCc2ccccc2)c1[N+](=O)[O-]
35) O=C(O)c1cccc(C(=O)Nc2cccc(NC(=O)C3CCCO3)c2)c1 (configuration not stated)
screen / no.,31,32,33,34,35
NCF1 inh,-17,-38,-8,-4,-7
Tb hexokinase,-8,-6,3,-14,-3
14-3-3 Bad PPI,-7,-2,4,-2,-13
EBV gp42 inh,-13,-19,2,-17,4
Runt-SMMHC FRET,-10,-5,-3,-6,2
L929 necroptosis,-0.6,0.1,-0.5,1.1,2.3
Runt-CBFb FRET,-6,-2,-1,-1,0
Hck-Nef inh,-2,23,2,9,-4
MDM2 E3 inh,-4,x,-11,-22,-28

Four compounds out of the list above, arranged by their value in Runt-CBFb FRET, falling:
# | Compound | NCF1 inh | Tb hexokinase | 14-3-3 Bad PPI | EBV gp42 inh | Runt-SMMHC FRET | Runt-CBFb FRET | Hck-Nef inh | MDM2 E3 inh
35 | O=C(O)c1cccc(C(=O)Nc2cccc(NC(=O)C3CCCO3)c2)c1 (configuration not stated) | -7 | -3 | -13 | 4 | 2 | 0 | -4 | -28
34 | Cn1cnc(NCc2ccccc2)c1[N+](=O)[O-] | -4 | -14 | -2 | -17 | -6 | -1 | 9 | -22
32 | O=C(CC(CC(=O)c1ccc(Br)cc1)c1cccnc1)c1ccc(Br)cc1 | -38 | -6 | -2 | -19 | -5 | -2 | 23 | x
31 | Cn1c(=O)[nH]c(=O)c2c1nc(N1CCN(Cc3ccccc3)CC1)n2CCCc1ccccc1 | -17 | -8 | -7 | -13 | -10 | -6 | -2 | -4

Following part
36) CCOC(=O)C1=C(C)NC(C)=C(C(=O)OCC)C1C(=O)OCC(=O)N1CCC(C)CC1
37) Nc1nc(SCC(=O)N2CCCc3ccccc32)n(-c2ccccc2)n1
38) O=c1[nH]nc(-c2ccccc2)c2ccccc12
39) CC(Sc1ncc(C(F)(F)F)cc1Cl)C(=O)NCC1CCCO1 (configuration not stated)
40) CC(NC(=O)CC1Sc2ccccc2NC1=O)c1ccccc1 (configuration not stated)
screen / no.,36,37,38,39,40
NCF1 inh,-22,-7,-10,-6,4
Tb hexokinase,-16,2,0,-12,3
14-3-3 Bad PPI,8,-1[fluorescence artefact?],-5,-3,-16
EBV gp42 inh,6,2,-4,-4,1
Runt-SMMHC FRET,4,-1,-1,2,-2
L929 necroptosis,-0.2,0.0,1.2,-0.9,1.1
Runt-CBFb FRET,-3,2,1,0,0
Hck-Nef inh,2,3,5,-12,16
MDM2 E3 inh,1,-8,2,-11,-2

41) Cc1cc(C(=O)COc2ccc3ccc(=O)oc3c2)c(C)n1C
42) COCCNCCOc1ccccc1-c1ccccc1
43) Nc1ncnc(NC2CCS(=O)(=O)C2)c1[N+](=O)[O-] (configuration not stated)
44) COC(=O)c1nnn(-c2ccc(F)c(Cl)c2)c1C(=O)OC
45) Cc1cc(C)n(-c2ncccc2[N+](=O)[O-])n1
46) O=C1OCC/C1=C\OCCCO/C=C1\CCOC1=O
47) COC(=O)CN(c1ccccc1)S(=O)(=O)c1ccccc1
screen / no.,41,42,43,44,45,46,47
NCF1 inh,3,-3,-16,-3,-6,-14,x
Tb hexokinase,-15,1,-37,10,-9,9,-9
14-3-3 Bad PPI,1,68,4,-9,-10,5,x
EBV gp42 inh,-13,3,-11,-6,-11,-20,x
Runt-SMMHC FRET,7,-3,0,-1,-3,-2,0
L929 necroptosis,0.8,0.9,0.8,0.1,0.7,-0.2,0.8
Runt-CBFb FRET,6,-1,1,1,2,-2,0
Hck-Nef inh,0,-3,16,-20,11,12,2
MDM2 E3 inh,6,-15,-13,-22,-15,-11,x

High-throughput results deposited in PubChem by several laboratories.
